M. tuberculosis HTS: M. tuberculosis growth inhibition, HTS (AID 449762). M. tuberculosis H37Rv growth inhibition, 7H9 media; higher % means a stronger effect. one-dose inhibition, % at 25 µM; IC50 in µM for titrated hits. hit rate 0.59% among 330,000; in the data active = a potency from the dose series; inconclusive = inhibition above about 70% without an active follow-up result;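 also: bacterial growth assessed after seven days of incubation; strong numbers were not always called active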
H1N1 NS1A inhibition: H1N1 influenza NS1A inhibitors, functional cell based assay (AID 504329); hit rate 0.3% among 340,000; NS1A functional cell-based assay, percent inhibition; higher % means a stronger effect; inhibition, % at 12.5 µM, or IC50 in µM where a hit was titrated; in the data active = a potency from the dose series; inconclusive = inhibition above about 27% without an active follow-up result; also: strong numbers were not always called active
PhoP GFP inhibition: Inhibition of PhoP regulon, Salmonella typhi GFP reporter cells, confirmation, 4 h (AID 1850). inhibition, % at 50 µM; hits with a dose series show IC50 in µM. Salmonella Typhi PhoP-promoter GFP reporter, fluorescence, 4 h; higher % means a stronger effect. hit rate 0.33% among 310,000; in the data active = a potency from the dose series; inconclusive = inhibition mostly from about 25% at the one dose, without a potency; inactive = the rest, 99 in 100 with inhibition below about 19%;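 also: 0% = induced wells with vehicle and 100% = uninduced wells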
M. tuberculosis: growth inhibition of non-replicating M. tuberculosis (AID 488890); Mycobacterium tuberculosis non-replicating, growth inhibition; higher % means a stronger effect; inhibition, % at 25 µM; hits with a dose series show IC50 in µM; hit rate 0.39% among 320,000; in the data active = a potency from the dose series; inconclusive = inhibition mostly from about 82% at the one dose, without a potency; inactive = the rest, 99 in 100 with inhibition below about 76%;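 also: plate controls were DMSO cells for no effect and high antibiotic wells for full effect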
VEEV TC-83 Vero: inhibitors of VEEV TC-83 cytopathic effect, confirmation, Vero cells (AID 588727); Vero cells, VEEV TC-83 cytopathic effect inhibition; higher % means a stronger effect; inhibition, % at 20 µM; hits with a dose series show IC50 in µM; hit rate 0.13% among 350,000; in the data active = a potency from the dose series; inconclusive = inhibition mostly from about 14% at the one dose, without a potency; inactive = the rest, 99 in 100 with inhibition below about 12%; also: strong numbers were not always called active
VEEV TC-83 Vero 10K pilot screen: also measured in VEEV TC-83 Vero; calls as there; inhibition, %; measured here: 10K pilot screen inhibition
Starred values were filed as active, the others as inactive; i = inactive; ? = inconclusive; . = no result given; & = joins results of further samples.

SMILES | M. tuberculosis HTS | H1N1 NS1A inhibition | PhoP GFP inhibition | M. tuberculosis | VEEV TC-83 Vero | others
CCN(CC)CCNC(=O)c1cc(S(C)(=O)=O)ccc1OC | -2% | 7% | -9% | -3% | 1.2%
Cc1ccc(C2=NCCn3c2c2ccc(C(F)(F)F)cc2[n+]3[O-])cc1 | ? | 10% | -9% | ? | 1.5%
Cc1cnc(C(=O)Nc2ccc(C)c(S(=O)(=O)N(C)C)c2)cn1 | 2% | 6% | 10% | 11% | 0.5%
Cc1cc2oc(=O)cc(CN3CCC(C)CC3)c2c(C)c1Cl | -1% | -2% | -8% | -4% | 4.8%
C/C(=N\NC(=O)CCc1c[nH]c2ccccc12)c1cccc([N+](=O)[O-])c1 | 2% | -9% | 0% | 28% | 5.5%
COc1ccc(Nc2oc(-c3ccccc3Cl)nc2C#N)cc1 | 2% | -13% | 0% | . | 0.3%
CN(CC(=O)NCCc1ccccc1)Cc1ccco1 | 4% | 2% | -6% | 49% | 0.4%
CC(C)NC(=O)NC(=O)COC(=O)c1ccc(OC(F)(F)F)cc1 | 14% | -2% | 4% | ? | 0.4%
CCOC(=O)c1c(NC(=O)COC(=O)/C=C/c2ccccc2)sc(C(=O)NC)c1C | -5% | -8% | . | -8% | 1.2%
Cc1ccc(S(=O)(=O)N(C)C)cc1NC(=O)C1CCN(C(=O)Nc2ccccc2)CC1 | . | -2% | . | . | 3.6%
CN(C)c1ccc(CN2CCCCC2)cc1 | 0% | -11% | -3% | -16% | i
CC(=O)c1ccccc1NS(=O)(=O)c1cccc2nsnc12 | 2% | -3% | 2% | 9% | i
Cc1ccc(NC(=O)CSCC(=O)Nc2cc(C(F)(F)F)ccc2N2CCOCC2)cc1 | 18% | -2% | 5% | 26% | 5.7%
COc1ccc([C@H]2CC(=O)C=C(c3ccc(C)cc3)C2)cc1 | 9% | 6% | . | 24% | 0.5%
CCc1n[nH]c(=S)n1/N=C/c1ccc2c(c1)OCO2 | -3% | -14% | -5% | 1% | 1.5%
Fc1ccc(COc2ccc(-c3nnco3)cc2)cc1 | 3% | . | 1% | i | 7.7%
COc1cccc(NC(=O)CN(C)C(=O)c2cccc(S(=O)(=O)N3CCN(c4ccccc4)CC3)c2)c1 | 13% | 2% | 0% | 28% | 5.5%
COc1ccc(C(=O)NC(=S)Nc2cccc3ncccc23)cc1[N+](=O)[O-] | 3% | -10% | -8% | 5% | 8.8%
O=C(COC(=O)c1cccc(N2C(=O)c3ccccc3C2=O)c1)Nc1ccccc1 | 6% | 1% | -8% | 8% | 0.2%
COc1ccc(Cn2nnc(C(=O)Nc3ccc(F)cc3)c2N)cc1 | -1% | -4% | 1% | 39% | 1.0%
Cc1ccc(S(=O)(=O)N[C@@H](Cc2ccccc2)C(=O)CCl)cc1 | 2% | -1% | -3%&-1% | 64% | 5.5%
CCOc1ccc(NC(=O)NCCN2C(C)CCCC2C)cc1 (centres undefined) | -5% | 3% | 1% | 9% | i | VEEV TC-83 Vero 10K pilot screen=0.0
CCN(CC)c1ccc2nc3ccc(N)cc3[n+](-c3ccccc3)c2c1 | . | 8.5µM* | . | . | i
Cc1ccccc1NC1=NC2(CCCC2)N=C(N)N1 | -2% | -5% | -1% | 4% | 4.7%

Overlap with the part before: 4 entries, followed by the next part.
SMILES | M. tuberculosis HTS | H1N1 NS1A inhibition | PhoP GFP inhibition | M. tuberculosis | VEEV TC-83 Vero | others
Cc1ccc(S(=O)(=O)N[C@@H](Cc2ccccc2)C(=O)CCl)cc1 | 2% | -1% | -3%&-1% | 64% | 5.5%
CCOc1ccc(NC(=O)NCCN2C(C)CCCC2C)cc1 (centres undefined) | -5% | 3% | 1% | 9% | i | VEEV TC-83 Vero 10K pilot screen=0.0
CCN(CC)c1ccc2nc3ccc(N)cc3[n+](-c3ccccc3)c2c1 | . | 8.5µM* | . | . | i
Cc1ccccc1NC1=NC2(CCCC2)N=C(N)N1 | -2% | -5% | -1% | 4% | 4.7%
CCC(=O)N(CCC1(C(C)C)CCOC(C)(C)C1)C(C)c1cccs1 (centres undefined) | 0% | 1% | 8% | 9% | 8.0%
C=CCOCC(O)Cn1c(N2CCCC2)nc2c1c(=O)n(C)c(=O)n2C (centres undefined) | -4% | -8% | -1% | -3% | 0.3%
COc1ccc(-c2[nH]ncc2CN(C)Cc2ccccn2)c(OC)c1 | 5% | 14% | -5% | 51% | 1.0%
CC1CC(C)CN(C(=O)COC(=O)c2cccc(S(=O)(=O)N(C)c3ccccc3)c2)C1 (centres undefined) | . | -2% | . | . | 5.3%
CCCn1nnnc1SCC(=O)NC1CCCC1 | 6% | -10% | 7% | 0% | 2.3%
COC(=O)c1nc(NC(=O)c2ccc(C(C)(C)C)cc2)n[nH]1 | . | -1% | . | . | i
Cc1ccc(NCc2nnc(SCC(=O)Nc3nnc(C)s3)n2C)cc1 | 4% | 4% | -7% | 15% | 0.1% | VEEV TC-83 Vero 10K pilot screen=0.4
O=C(NC(Nc1ncccn1)C(=O)c1ccccc1)c1ccccc1 (centres undefined) | -6% | -1% | -6% | -7% | 4.8%
COc1ccc(/C=C(/NC(=O)c2ccc([N+](=O)[O-])cc2)C(=O)NC(C)(C)C)cc1 | 43% | -8% | 6% | ? | 0.2%
COc1ccc(C(=O)NC2=NCCS2)c(OC)c1 | 1% | 2% | -7% | 8% | 4.2%
Cc1ccc(NC(=O)COC(=O)c2ccc3c(c2)C(=O)N(CCc2ccccc2)C3=O)c(C)c1 | -5% | -17% | -9% | -3% | i
CCOC(=O)c1nn(-c2ccccc2)c(=O)c(C#N)c1C | 0% | 22% | -7% | 9% | i
CCN(CC(=O)NCCc1ccccc1)S(=O)(=O)c1ccccc1 | -9% | -4% | -7% | 2% | 0.2%
Cc1csc(NC(=O)CSc2nncs2)n1 | -2% | 0% | 7% | 0% | 4.9%
Cn1c(C(=O)N2CCc3ccccc3C2)cc2oc3ccccc3c21 | 2% | -8% | 2% | 50% | 1.9%
CCC(=O)Nc1ccc(C(=O)CSc2nnc(-c3cccnc3)o2)cc1 | 3% | 17% | 4% | 63% | 1.5%
CCOC(=O)c1c(-c2ccc3ccccc3c2)csc1NC(=O)CCCC(=O)O | . | 0% | . | . | 1.4%
COc1cccc(C(=O)O/N=C(\N)c2ccncc2)c1OC | 2% | 39% | 0% | 11% | 1.5%
COC(OC)C12c3ccccc3C(c3ccccc31)C1C(=O)N(c3cccnc3)C(=O)C12 (centres undefined) | 1% | -1% | 17% | 3% | 0.3%
C#CCOCCOCCOCCNc1nc(N2CCOCC2)nc(N2CCN(C(=O)[C@H]([C@@H](C)CC)n3cc([C@@H](N)CO)nn3)CC2)n1 | 3% | -20% | -6% | -2% | i
O=C(Nc1c(C(=O)O)[nH]c2ccccc12)c1cccc(C(F)(F)F)c1 | 1% | 11% | 9% | 2% | 0.1%
Cc1ccc2oc(NC(=O)N3CCOCC3)cc(=O)c2c1 | -4% | -4% | -6% | 4% | 8.0%
CCOC(=O)C1CCN(Cc2cnc(Oc3ccc(Cl)cc3C)s2)CC1 | 64% | -4% | 6% | ? | 2.8%
CCCSc1nc(N)nc(-c2cccs2)c1C#N | 3% | 1% | 2% | 18% | 6.0%
CCCN1C(=O)/C(=C/c2ccc(OCC(=O)OCC)cc2)NC1=S | . | 6% | . | . | 1.0%
O=C(Nc1ccc(Cl)cc1)N1CC1 | . | -7% | . | . | 0.5%
CC(=O)c1cnc2nc(SCc3ccc(C)cc3)nn2c1C | 4% | -2% | -2% | 34% | 1.5%
COc1ccc(NS(=O)(=O)c2ccc(C)c(C(=O)N(C)CC(=O)Nc3cccc(OC)c3)c2)cc1 | 11% | -2% | 6% | 13% | 5.7%
O=C(CN1C(=O)C2CC=CCC2C1=O)Nc1nnc(SCc2ccc(F)cc2)s1 (centres undefined) | -5% | 15% | -7% | 16% | 0.0%
COc1ccc(Cl)c2sc(N(CCN(C)C)C(=O)c3ccc4c(c3)OCCO4)nc12 | -6% | 5% | 2% | 24% | 4.0%
CCOC(=O)c1c(NC(=O)c2ccc(Br)o2)sc2c1CCCC2 | 4% | -11% | -6% | 8% | i
CSc1nc(C(=O)N2CCCC(C(=O)c3ccc(Cl)cc3)C2)cs1 (centres undefined) | -17% | 9% | 12% | 18% | 1.2%
COc1ccc(/C=C2/C(=O)N(Cc3ccccc3)N=C2C)cc1 | 0% | 0% | 4% | 5% | i
CCOc1ccc(CCNC(=O)c2cccc(NC3=NC4CS(=O)(=O)CC4S3)c2)cc1 (centres undefined) | -1% | 4% | -5% | 14% | 1.0%
COc1cc(-c2nc(-c3cccc(C(F)(F)F)c3)no2)cc(OC)c1OC | 1% | -2% | -4% | 0% | 4.5%
CC12CN3CN(C1)CC(C)(C3)C2=NO | 13% | -6% | 0% | -4% | i
C/C=C(/C)C(=O)O[C@@H]1Cc2c(ccc3ccc(=O)oc23)OC1(C)C | 5% | -1% | . | 21% | i
Cn1c(N)c(C(=O)COC(=O)CSc2ccccc2)c(=O)n(C)c1=O | -2% | 5% | 1% | 1% | i
Cc1cc(C(=O)N/N=C\c2cc(C(C)(C)C)ccc2O)n[nH]1 | -1% | 1% | -4% | 4% | 8.5%
CCNC(=O)c1c(C)nc2ccccn12 | -3% | -23% | -10% | -3% | 1.5%
COc1cc(S(=O)(=O)NCc2ccc3c(c2)OCO3)ccc1Cl | -5% | -4% | -20% | 6% | i
Cc1cc(-c2ccccc2)nc2cc(C(=O)N(Cc3ccccc3)Cc3ccccc3)nn12 | 10% | -32% | 16% | 22% | 11%
COc1ccc(C(=O)Nc2ccc(NC(=O)c3cccs3)cn2)cc1 | -17% | -8% | 12% | -10% | 2.7%
O=C(CSc1nnc(NC(=O)c2cccc(Br)c2)s1)NCC1CCCO1 (centres undefined) | 7% | -4% | -9% | 37% | 0.6%
COc1ccc(C(=O)Nc2cccc(C(C)=O)c2)c(OC)c1OC | -11% | -1% | -1% | . | i
Cc1c(C(=O)O)sc2nc3n(c(=O)c12)CCCCC3 | -13% | -2% | 0% | 0% | 1.6%
O=C(Nc1ccc(C(=O)OC[C@@H]2CCCN3CCCC[C@H]23)cc1)c1cccc(Br)c1 | 0% | 12% | 10% | 70% | 57%
O=C(CNC(=O)c1cccs1)c1ccc(Br)cc1 | 1% | -11% | 5% | 59% | 2.0%

Entries listed so far that have a tert-butyl group (3):
SMILES | M. tuberculosis HTS | H1N1 NS1A inhibition | PhoP GFP inhibition | M. tuberculosis | VEEV TC-83 Vero | others
COC(=O)c1nc(NC(=O)c2ccc(C(C)(C)C)cc2)n[nH]1 | . | -1% | . | . | i
COc1ccc(/C=C(/NC(=O)c2ccc([N+](=O)[O-])cc2)C(=O)NC(C)(C)C)cc1 | 43% | -8% | 6% | ? | 0.2%
Cc1cc(C(=O)N/N=C\c2cc(C(C)(C)C)ccc2O)n[nH]1 | -1% | 1% | -4% | 4% | 8.5%

The listing continues.
SMILES | M. tuberculosis HTS | H1N1 NS1A inhibition | PhoP GFP inhibition | M. tuberculosis | VEEV TC-83 Vero | others
O=c1ccccn1CCOc1ccc(Cl)cc1 | 7% | 7% | 0% | 12% | 2.1%
CN(CC1COCCO1)C(=O)c1cc(COc2c(F)cccc2F)on1 (centres undefined) | -2% | 11% | -10% | -2% | 4.0%
CCOc1ccc(C2=Nc3ccc(Br)cc3C(c3ccc(N4CCOCC4)cc3)=NN2)cc1 | 95% | -2% | 0% | 59% | 3.5%
O=C(CSc1nnc(-c2ccccc2F)o1)Nc1ccc(N2CCOCC2)cc1 | -8% | -10% | . | 13% | 2.1%
COc1ccc(S(=O)(=O)c2c(O)cc(C)c(NS(=O)(=O)c3ccccc3)c2C)cc1 | -2% | -9% | -4% | -11% | i
Cc1ccc(C2C3CN(C(C)C)CC=C3C(C#N)=C(N)C2(C#N)C#N)cc1 (centres undefined) | -1% | 6% | -58%&-15% | 15% | 6.8%
COc1ccc2c(c1)OC(O)(C(F)F)CC2=O (centres undefined) | -7% | 3% | -7% | 7% | i
O=C(NC(Cc1c[nH]c2ccccc12)C(=O)N/N=C/c1cccc2ccccc12)c1cccs1 (centres undefined) | 11% | 0% | -6% | 30% | 6.0%
Cc1ccc(S(=O)(=O)NCCNC(=O)CN2CCCC2)cc1 | -7% | 5% | -13% | -9% | 1.0%
COc1cccc(-c2nc3ccc([N+](=O)[O-])cc3o2)c1 | 3% | 5% | 1% | 11% | 0.7%
CSc1sc(C)cc1C1C(C#N)=C(N)N(c2cccnc2)C2=C1C(=O)CCC2 (centres undefined) | 4% | 2% | 3% | 22% | 0.3%
COc1cc(C2SCC(=O)Nc3c2c(=O)[nH]n3C2CCCCCC2)cc(OC)c1OC (centres undefined) | -11% | 3% | 2% | 30% | i

From PubChem BioAssay

Random draw from the library; about 1.5% have a hit in one of these screens.
